Screening data (PubChem)
GRP78 ERSR act: inducers of ER stress response in human glioma cells. U87-MG GRP78 promoter luciferase reporter, 16 h. actives 0.02% (n = 420,000). AID 602332. Potency, µM, for inactives: at the top dose activation, usual class: activators; note: series mostly up to about 76 µM; % of control where 0% means no effect; nearly all actives have a fitted effect of over 35% in size
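ERSR induction read as luciferase luminescence (Bright-Glo, 10 min at room temperature) in stably transfected human U87-MG glioma cells exposed to compounds for 16 h, using GRP78 as sensor.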
RXFP1 ag: RXFP1 (human) receptor agonism | Q9HBX9 | HEK293T-RXFP1 cAMP TR-FRET, 30 min; response scale: percent of porcine relaxin response, buffer zero | Potency, µM (titrated, usually from 57.5 µM), inactives show at the highest dose activation, hits mostly activators | actives 0.3% (n = 370,000); note: % is set by controls: 0 for no effect and ±100 for the full control effect; nearly all actives have a fitted effect of over 60% in size; many of its hits are not listed in these tables
Target sequence (Q9HBX9 whole entry, looked up): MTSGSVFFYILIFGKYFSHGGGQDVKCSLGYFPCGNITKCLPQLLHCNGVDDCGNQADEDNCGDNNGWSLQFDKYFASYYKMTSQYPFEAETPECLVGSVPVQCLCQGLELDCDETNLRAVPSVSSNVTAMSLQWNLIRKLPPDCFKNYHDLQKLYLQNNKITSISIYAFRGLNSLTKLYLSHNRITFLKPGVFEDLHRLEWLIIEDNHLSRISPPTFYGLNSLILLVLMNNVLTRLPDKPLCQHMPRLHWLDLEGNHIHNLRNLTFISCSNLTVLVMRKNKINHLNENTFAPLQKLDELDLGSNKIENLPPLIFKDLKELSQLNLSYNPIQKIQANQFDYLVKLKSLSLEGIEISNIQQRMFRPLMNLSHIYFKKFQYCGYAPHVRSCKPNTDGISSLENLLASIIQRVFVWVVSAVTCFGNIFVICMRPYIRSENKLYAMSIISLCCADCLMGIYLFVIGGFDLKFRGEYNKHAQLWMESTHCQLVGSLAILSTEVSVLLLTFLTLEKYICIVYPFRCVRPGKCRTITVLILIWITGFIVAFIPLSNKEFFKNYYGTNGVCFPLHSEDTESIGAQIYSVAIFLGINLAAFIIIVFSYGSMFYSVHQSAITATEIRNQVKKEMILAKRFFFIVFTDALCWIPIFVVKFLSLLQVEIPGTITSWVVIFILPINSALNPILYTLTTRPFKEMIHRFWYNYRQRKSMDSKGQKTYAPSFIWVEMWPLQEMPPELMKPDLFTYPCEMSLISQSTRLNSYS
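Agonist response is measured as cAMP accumulation in an RXFP1-transfected HEK293T line under PDE4 inhibition. Values are scaled between buffer-only and 29 nM porcine relaxin, and EC50s come from standard Hill equation fits.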
Numbers without * were called inactive; & = joins results of further samples. Calls come from the whole dose curve; as a rule, active = well fitted curve in the direction sought with a large enough effect; inconclusive = small, poorly fitted or top-dose-only effect, or another doubt; inactive = no such curve, though single readings can be large; an effect the other way counts as inactive or inconclusive. Potency is the fitted concentration of half-maximal effect. These rows are one share of the data (hit frequency here may not be typical).

CN1C(=O)C(=Cc2ccc(N(C)C)c([N+](=O)[O-])c2)C(=O)N(C)C1=O was read as RXFP1 ag -1.3%.
Screening CN1C(=O)N(C)C(=O)C2(Cc3c(nc4ccccn4c3=O)N3CCC(Cc4ccccc4)CC32)C1=O (stereo not drawn) returned RXFP1 ag 4.7%.
For NS(=O)(=O)c1ccc(-c2ccc(C=C3C(=O)NC(=S)NC3=O)o2)cc1 the results were RXFP1 ag 1.8%.
CCOC(=O)c1c(/N=C/C2C(=O)NC(=S)NC2=O)sc(C)c1C was read as RXFP1 ag -0.7%.
Cc1cc(OCC(=O)Nc2cc(C)nn2-c2ccccn2)c2c3c(c(=O)oc2c1)CCC3 was read as RXFP1 ag 7.8%.
`NC(=O)c1ccc(C(=O)Nc2ccc([As](=O)(O)O)cc2)cc1` gave RXFP1 ag -2.0%.
CN1C(=O)C(=Cc2ccc(-c3cccc(Cl)c3)o2)C(=O)N(C)C1=O was read as RXFP1 ag 1.7%.
O=C(O)c1ccccc1NC(=O)C1C2CCC(O2)C1C(=O)O (stereo not drawn) was read as RXFP1 ag 0.2%.
For COc1ccc(/C=C2/C(=O)NC(=O)N(Cc3ccco3)C2=O)cc1 the results were RXFP1 ag 1.4%.
CN[C@H]1C[C@H]2O[C@@](C)([C@H]1OC)n1c3ccccc3c3c4c(c5c6ccccc6n2c5c31)C(=O)NC4 was read as RXFP1 ag 5.1%.
CCCCC1C(=O)NC(=S)NC1=O was read as RXFP1 ag 0.7%.
For Cc1ccc(/C=C2/C(=O)NC(=O)N(Cc3ccc(F)cc3)C2=O)o1 the results were RXFP1 ag -1.6%.
Screening Oc1ccc2c3c1OC1C(O)CC[C@@]4(O)[C@@H](C2)N(CC2CCC2)CC[C@]314 (stereo partly drawn) returned RXFP1 ag 0.3%.
Screening CN1C(=O)C(Cc2c[nH]c3ccccc23)C(=O)N(C)C1=O returned RXFP1 ag -1.4%.
COc1ccc(C2N3CC(C)(C)CN23)cc1 (stereo not drawn) was read as RXFP1 ag 0.7%.
Screening O=c1c2cc([N+](=O)[O-])ccc2nc(CN2CCOCC2)n1-c1ccccc1F returned RXFP1 ag -0.2%.
CCOC(=O)c1sc(N=Nc2c(O)[nH]c(=O)[nH]c2=O)c(C(=O)OCC)c1C was read as RXFP1 ag 0.6%.
O=C1NC(=O)C2=Cc3ccc(O)cc3OC2(O)N1 (stereo not drawn) was read as RXFP1 ag -0.8%.
Screening O=C1NC(=O)N(Cc2ccccc2)C(=O)/C1=C/c1cnn(-c2ccccc2)c1 returned RXFP1 ag -1.0%.
CCCC1(CCC)C(=O)NC(=Nc2ccc(C)cc2)NC1=O was read as RXFP1 ag 1.9%.
O=[N+]([O-])c1ccc(N2CCNCC2)cc1NC1CC1 was read as RXFP1 ag 0.5%.
Screening C[C@]12CC(=CO)C(=O)C[C@@H]1CC[C@@H]1[C@@H]2CC[C@@]2(C)[C@H]1CC[C@]2(C)O returned RXFP1 ag 1.6%.
C[C@]12CCC(=O)C[C@@H]1CC[C@@H]1[C@@H]2CC[C@@]2(C)[C@H]1CC[C@]2(C)O was read as RXFP1 ag 0.1%.
For C[C@@H]1C[C@H]2OC(=O)C3(CO3)[C@H]2[C@H](O)[C@]2(C)C(=O)C3OC3[C@@H]12 (stereo partly drawn) the results were RXFP1 ag 5.2%.
`CCN1C(=O)NC(=O)/C(=C\c2ccc(N3CCOCC3)cc2OC)C1=O` gave RXFP1 ag 1.6%.
COc1ccc(N2C(=O)NC(=O)/C(=C/c3ccc(N4CCOCC4)cc3)C2=O)cc1 was read as RXFP1 ag 0.3%.
CCCCC1(C2CCCC2)Cc2cc(OCCCC(=O)O)c(Cl)c(Cl)c2C1=O (stereo not drawn) was read as GRP78 ERSR act inconclusive.
`COc1cc2c(cc1OC)[C@@H]1C(=O)c3ccc4c(c3OC1CO2)CC(C(C)C)O4` (stereo partly drawn) gave GRP78 ERSR act -4%.
Screening CC[C@H]1C2CC3[C@@H]4N(C)c5ccccc5[C@]45C[C@@H](C2[C@H]5O)N3[C@@H]1O (stereo partly drawn) returned GRP78 ERSR act -4%.
Screening CC(=O)C(O)C(c1ccccc1)c1c(O)c2ccccc2oc1=O (stereo not drawn) returned GRP78 ERSR act 3%.
For C=CCN1CCc2cccc3c2C1Cc1ccc(O)c(O)c1-3 (stereo not drawn) the results were GRP78 ERSR act -1%.
Screening COc1ccc(CNC(=O)/C=C\c2ccc3[nH]cc(CCN(C)C)c3c2)cc1 returned GRP78 ERSR act -6%.
Screening Oc1ccc2c3c1O[C@H]1c4c(c5ccccc5n4Cc4ccccc4)C[C@@]4(O)C(C2)N(CC2CC2)CC[C@]314 returned GRP78 ERSR act -6%.
For O[C@@H]1[C@@H]2O[P@@](O)(=S)OC[C@H]2O[C@H]1n1cnc2cc(Cl)c(Cl)cc21 the results were GRP78 ERSR act inconclusive.
O=C(Oc1ccccc1)N1CCC2(CCN(Cc3ccncc3)CC2)CC1 was read as GRP78 ERSR act -4%.
For CC(=O)OC1C2C(OC(=O)Cc3ccccc3)C(C)CC2(OC(C)=O)C(=O)/C(C)=C/C2C(CC[C@@]13CO3)C2(C)C (stereo partly drawn) the results were GRP78 ERSR act -2%.
Screening CC(Cc1ccc(C(C)(C)C)cc1)CN1CCCCC1 (stereo not drawn) returned GRP78 ERSR act -2%.
CN[C@@H]1C[C@H]2O[C@@](C)([C@@H]1OC)n1c3ccccc3c3c4c(c5c6ccccc6n2c5c31)C(=O)NC4 was read as GRP78 ERSR act -11%&-7%.
CNC(=S)S was read as GRP78 ERSR act -7%.
CC([C@H](O)c1ccccc1)N(C)C (stereo partly drawn) was read as GRP78 ERSR act -2%.
`O=C1CC2OCC=C3CN4CC[C@]56c7ccccc7N1C5C2[C@H]3C[C@H]46` (stereo partly drawn) gave GRP78 ERSR act -2%.
`CN1CCN(C(=O)O[C@@H]2c3nccnc3C(=O)N2c2ccc(Cl)cn2)CC1` gave GRP78 ERSR act 0%.
`COc1ccc(OC)c(C[C@H](C)N)c1` gave GRP78 ERSR act -3%.
For CCN1C[C@@]2(COC(=O)c3ccccc3N3C(=O)CC(C)C3=O)CC[C@H](OC)[C@]34C5C[C@@H]6[C@@H](OC)C[C@@](O)(C5[C@H]6OC)[C@@](O)(C13)[C@@H](OC)C24 (stereo partly drawn) the results were GRP78 ERSR act -4%.
`C[N+]1([O-])[C@@H]2CC(OC(=O)[C@@H](CO)c3ccccc3)C[C@@H]1[C@H]1O[C@H]12` (stereo partly drawn) gave GRP78 ERSR act 0%&-3%.

Ordered by SMILES length (ascending): part of the list above.
`COc1ccc(OC)c(C[C@H](C)N)c1` gave GRP78 ERSR act -3%.
Screening CC(Cc1ccc(C(C)(C)C)cc1)CN1CCCCC1 (stereo not drawn) returned GRP78 ERSR act -2%.
For C=CCN1CCc2cccc3c2C1Cc1ccc(O)c(O)c1-3 (stereo not drawn) the results were GRP78 ERSR act -1%.
O=C(Oc1ccccc1)N1CCC2(CCN(Cc3ccncc3)CC2)CC1 was read as GRP78 ERSR act -4%.
`CN1CCN(C(=O)O[C@@H]2c3nccnc3C(=O)N2c2ccc(Cl)cn2)CC1` gave GRP78 ERSR act 0%.
`O=C1CC2OCC=C3CN4CC[C@]56c7ccccc7N1C5C2[C@H]3C[C@H]46` (stereo partly drawn) gave GRP78 ERSR act -2%.
`C[N+]1([O-])[C@@H]2CC(OC(=O)[C@@H](CO)c3ccccc3)C[C@@H]1[C@H]1O[C@H]12` (stereo partly drawn) gave GRP78 ERSR act 0%&-3%.

(next part)
`CC1(C)CC/C(=C\c2ccc(Cl)cc2)C1(O)Cn1cncn1` (stereo not drawn) gave GRP78 ERSR act -3%.
Screening CC(C(=O)OC1CC2CCC(C1)N2C)c1ccc(Br)cc1 (stereo not drawn) returned GRP78 ERSR act 0%.
`CC1(C)S[C@H]2[C@@H](N)C(=O)N2[C@H]1C(=O)O` gave GRP78 ERSR act 0%.
For CNC(C)C1CC[C@H](N)[C@@H](OC2C(N)C[C@H](N)[C@@H](OC3OC[C@](C)(O)C(NC)[C@H]3O)C2O)O1 (stereo partly drawn) the results were GRP78 ERSR act -4%.
CC(=O)OC1CC(OC(C)=O)[C@]2(C)C(CC(OC(C)=O)[C@]3(C)C2CC[C@@]2(C)C(c4ccoc4)C[C@H]4O[C@]432)C1(C)C (stereo partly drawn) was read as GRP78 ERSR act -6%.
`O=C1C=CC(=O)c2c(O)cccc21` gave GRP78 ERSR act -2%&-7%.
For CCCCC[C@@H](/C=C/C=C\C/C=C\C/C=C\CCCC(=O)O)OO the results were GRP78 ERSR act -3%.
`C[C@H]1C(=O)O[C@H]2CCN3CC=C(COC(=O)[C@](C)(O)[C@@]1(C)O)C23` (stereo partly drawn) gave GRP78 ERSR act -4%.
CCCCC/C=C\C/C=C\C/C=C\C/C=C\CCCC(=O)NC1CC1 was read as GRP78 ERSR act 18%.
Nc1c([N+](=O)[O-])ccc(Oc2ccccc2)c1Cl was read as GRP78 ERSR act -5%.
`CN1C[C@@H](C(=O)N[C@@]2(C)O[C@]3(O)C4CCCN4C(=O)[C@@H](Cc4ccccc4)N3C2=O)C=C2c3cccc4[nH]cc(c34)C[C@@H]21` (stereo partly drawn) gave GRP78 ERSR act -2%.
C[C@]12CCC3C(CC[C@]4(O)CC(O)CC[C@@]34C=O)[C@]1(O)CCC2C1=CC(=O)OC1 (stereo partly drawn) was read as GRP78 ERSR act -9%.
For C=CCN1C[C@H](C)N([C@H](c2ccc(C(=O)N(CC)CC)cc2)c2cccc(O)c2)C[C@H]1C the results were GRP78 ERSR act -4%.
C[C@@]12CCC(=O)C=C1C=C[C@H]1[C@H]3CC[C@](O)(CCC(=O)O)[C@]3(C)CC[C@@H]12 was read as GRP78 ERSR act -5%.
For CC1=C2CC3C(CC=C4C[C@@H](O)CC[C@@]43C)[C@@H]2CC[C@]12O[C@@H]1C[C@H](C)CN[C@H]1[C@H]2C (stereo partly drawn) the results were GRP78 ERSR act -5%&-1%.
Cc1cc(OC(=O)N(C)C)nn1C(=O)N(C)C was read as GRP78 ERSR act -1%.
Screening Nc1nccc(-c2c(-c3ccc(F)cc3)ncn2C2CCNCC2)n1 returned GRP78 ERSR act -9%.
For COc1cc(CC(=O)OCC2=C[C@H]3[C@@H]4C(C)(C)[C@]4(OC(C)=O)[C@H](OC(=O)Cc4ccccc4)[C@@H](C)[C@]3(O)[C@@H]3C=C(C)C(=O)[C@@]3(O)C2)ccc1O the results were GRP78 ERSR act inconclusive.
Screening Cc1ccc(NC(=O)N(C)C)cc1Cl returned GRP78 ERSR act 0%.
O=C(O)c1cc([N+](=O)[O-])cc([N+](=O)[O-])c1O was read as GRP78 ERSR act -5%.
O=C1CS[C@@H](c2ccccc2Cl)c2cc(Cl)ccc2N1 was read as GRP78 ERSR act 0%.
For CCON=O the results were GRP78 ERSR act 0%.
Screening Cc1c(N)nc([C@@H](CC(N)=O)NC[C@H](N)C(N)=O)nc1C(=O)N[C@H](C(=O)N[C@H](C)[C@H](O)[C@H](C)C(=O)N[C@@H](C(=O)NCCc1nc(-c2nc(C(=O)NCCC[S+](C)C)cs2)cs1)[C@H](C)O)[C@H](O[C@@H]1O[C@@H](CO)[C@@H](O)[C@H](O)[C@@H]1O[C@H]1O[C@H](CO)[C@H](O)[C@H](OC(N)=O)[C@@H]1O)c1cnc[nH]1 returned GRP78 ERSR act -2%.
`COC(=O)C[C@@](O)(CCC(C)(C)O)C(=O)O[C@@H]1C(OC)=C[C@]23CCCN2CCc2cc4c(cc2[C@@H]13)OCO4` gave GRP78 ERSR act -9%.
C[C@]12CC[C@@H]3c4ccc(OC(=O)N(CCCl)CCCl)cc4CC[C@H]3[C@@H]1CC[C@@H]2OP(=O)(O)O was read as GRP78 ERSR act -1%.
For C=C(C)C1CNC(C(=O)O)C1CC(=O)O (stereo not drawn) the results were GRP78 ERSR act -5%.
`Oc1cc(Cl)c(Cl)cc1Cl` gave GRP78 ERSR act -4%.
Screening O=C1CSC(c2ccccc2Cl)c2cc(Cl)ccc2N1 (stereo not drawn) returned GRP78 ERSR act -2%.
CNNC was read as GRP78 ERSR act -3%.
NC1C[C@H]1c1ccccc1 (stereo partly drawn) was read as GRP78 ERSR act -4%.
Screening CC(C)(O)C1C2OC(=O)C1[C@]1(O)CC3O[C@@]34C(=O)OC2[C@@]14C (stereo partly drawn) returned GRP78 ERSR act -4%.
Screening CCCOC(=O)c1cc2c(cn1)[nH]c1ccccc12 returned GRP78 ERSR act 4%.
CCOC(=O)c1ncc2[nH]c3ccc(OCc4ccccc4)cc3c2c1COC was read as GRP78 ERSR act -3%.
Screening ClCC1C(CCl)C2(Cl)C(Cl)=C(Cl)C1(Cl)C2(Cl)Cl (stereo not drawn) returned GRP78 ERSR act -2%.
Screening CCCN1CCO[C@@H]2c3cc(O)ccc3OC[C@@H]21 returned GRP78 ERSR act -1%.
